# BRCA1 expr act = BRCA1 expression activation. MCF7-BRCA1-FFLuc reporter, luminescence, 48 h; response scale: scaled: vehicle 0%, 10 µM genistein 100%. AID 624202. Potency, µM (highest dose often 46.1 µM), inactives show top-dose activation, actives largely listed as activators. 380,000 tested, 1.1% active; further: potency means the concentration at half of the fitted maximal effect; nearly all actives have a fitted effect of over 80% in size; some results filed as inactive show a strong effect at the top dose
#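 Reporter cells (MCF7, BRCA1 promoter-firefly luciferase) received library compounds across a concentration series for 48 h. End-point luminescence was measured and concentration-effect curves derived after normalization.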
# NPC1 prom act = NPC1 promoter activation | AID 485313 | 320,000 tested, 2.4% active | Huh7 NPC1 promoter luciferase reporter, 24 h | Potency, µM (top dose mostly 9.22 µM), for inactives: at the top dose activation, hits mostly activators;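 further: potency means the concentration at half of the fitted maximal effect; % of control where 0% means no effect; nearly all actives have a fitted effect of over 60% in size; reporter is driven by a mutant NPC1 promoter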
#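 Luminescence read-out of NPC1 promoter-driven luciferase in stably transfected Huh7 cells; compounds delivered in DMSO and left 24 h at 37C, 5% CO2, qHTS titration format.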
# Rab9 promoter act = activators of Rab9 promoter | Potency, µM (doses to about 9.22 µM), for the others: at the top dose activation, negative = inhibition, actives largely listed as activators | AID 485297 | 320,000 tested, 2.8% active | Huh7 Rab9 promoter-luciferase reporter, luminescence, 24 h; further: potency means the concentration at half of the fitted maximal effect; % of control where 0% means no effect; nearly all actives have a fitted effect of over 60% in size
#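 Huh7 cells stably carrying Rab9 promoter–luciferase reporter, plated 1500 cells/well, compound added after 2 h and incubated 24 h at 37 °C; luciferase luminescence then read after 10 min with detection reagent.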
# p53 reactivator = re-activators of mutant p53; H1299 p53-A138V BP100-luciferase reporter, luminescence, 24 h; Potency, µM (highest dose often 92.2 µM), for the others: at the top dose activity change, positive = activation, actives largely listed as activators; 320,000 tested, 0.063% active; AID 504706; further: potency means the concentration at half of the fitted maximal effect; % of control where 0% means no effect; nearly all actives have a fitted effect of over 45% in size
#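 p53-null H1299 cells stably carrying temperature-sensitive p53-A138V and a BP100-luciferase reporter were pinned with compounds (4-point, 1:5 series) and held 24 hrs at 37 deg C. Luminescence was read 10 min after detection reagent.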
# VP16 counter = Gal4-VP16 reporter inhibition counter-screen; Drosophila S2 Gal4-VP16 UAS-luciferase, luminescence, 20 h; Potency, µM (top dose mostly 53.6 µM), without a hit: top-dose activity, negative = inhibition, usual class: inhibitors; 310,000 tested, 3.5% active; AID 2546;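 further: Gal4-VP16 expression switched on by copper sulfate through the metallothionein promoter; potency means the concentration at half of the fitted maximal effect; on the % scale 0 is the no-effect control and ±100 the full control effect; nearly all actives have a fitted effect of over 50% in size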
# ELG1 DNA repair = inhibitors of ELG1-dependent DNA repair in HEK293T cells; HEK293T ELG1-luciferase reporter, luminescence, 16 h; DNA damage induced by 5-fluorouridine; Potency, µM (titrated, usually from 46.1 µM), without a hit: at the top dose activity change, negative = inhibition, usual class: inhibitors; 330,000 tested, 2.3% active; AID 504467; further: potency means the concentration at half of the fitted maximal effect; on the % scale 0 is the no-effect control and ±100 the full control effect; nearly all actives have a fitted effect of over 55% in size
#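 Overnight (16 hr) co-exposure of 2,000 cells/well to 5-fluorouridine and compound at 37 °C preceded detection. Luciferase was quantified via ONE-Glo luminescence; loss of signal denotes inhibition.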
# TRPV1 ag = agonists of human vanilloid receptor 1 (TRPV1); 320,000 tested, 0.19% active; TRPV1-expressing cells, Fluo-8 calcium influx, agonist mode; Q8NER1; activation, % at 8.33 µM; in the data active means activation above about 80%; inconclusive means between about 30% and that limit; further: 0% is about no effect
# Target sequence (Q8NER1 whole entry, looked up): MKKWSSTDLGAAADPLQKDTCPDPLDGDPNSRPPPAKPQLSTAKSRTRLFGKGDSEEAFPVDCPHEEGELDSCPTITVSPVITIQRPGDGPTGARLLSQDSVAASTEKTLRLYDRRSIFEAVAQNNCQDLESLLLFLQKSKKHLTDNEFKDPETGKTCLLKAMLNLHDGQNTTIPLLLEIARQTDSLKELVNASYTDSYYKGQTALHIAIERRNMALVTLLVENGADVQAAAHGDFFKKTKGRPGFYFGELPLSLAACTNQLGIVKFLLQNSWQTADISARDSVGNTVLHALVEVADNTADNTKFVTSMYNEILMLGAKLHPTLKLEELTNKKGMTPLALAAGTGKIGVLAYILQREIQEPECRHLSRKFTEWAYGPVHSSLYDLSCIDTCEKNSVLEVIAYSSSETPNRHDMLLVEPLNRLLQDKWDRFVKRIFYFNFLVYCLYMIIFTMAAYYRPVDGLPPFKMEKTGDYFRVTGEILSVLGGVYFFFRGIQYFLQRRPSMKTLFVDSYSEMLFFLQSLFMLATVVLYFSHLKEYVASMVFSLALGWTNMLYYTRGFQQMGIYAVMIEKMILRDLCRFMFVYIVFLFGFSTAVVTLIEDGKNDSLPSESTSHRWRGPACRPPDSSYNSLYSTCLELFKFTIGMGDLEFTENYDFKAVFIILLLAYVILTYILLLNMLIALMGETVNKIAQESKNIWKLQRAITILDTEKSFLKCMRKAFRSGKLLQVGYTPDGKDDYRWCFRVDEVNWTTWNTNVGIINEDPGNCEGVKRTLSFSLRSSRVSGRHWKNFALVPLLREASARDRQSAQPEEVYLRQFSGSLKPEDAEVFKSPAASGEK
#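 Fluo-8 calcium influx in TRPV1-expressing cells, kinetic read (ex 480/em 520 nm). Compound added and read 3 min for agonist activity, followed by capsaicin at EC20 final and 2 min further read for enhancement.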
# RORg inh = blocks mouse ROR gamma transcriptional activity; P51450; Drosophila S2 Gal4-RORgamma UAS-luciferase reporter, 20 h; 310,000 tested, 5.4% active; Potency, µM (doses to about 53.6 µM), for inactives: at the top dose activity change, negative = inhibition, hits mostly inhibitors; further: potency means the concentration at half of the fitted maximal effect; on the % scale 0 is the no-effect control and ±100 the full control effect; nearly all actives have a fitted effect of over 60% in size
#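 In this cell-based reporter format, copper sulfate (700 uM final) drives Gal4–ROR gamma fusion expression from a metallothionein promoter in Drosophila Schneider cells; compounds preincubated 1 hr, reporter read after 20 hr at ambient temperature.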
# FLuc modulator = firefly luciferase modulation, counter-screen for miR-21 project | Potency, µM (highest dose often 57.5 µM), inactives show top-dose activity change, negative = inhibition, actives largely listed as inhibitors | purified FLuc, Km substrates, luminescence inhibition | 360,000 tested, 6.9% active | P08659;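 further: potency means the concentration at half of the fitted maximal effect; plate controls were vehicle for no effect and reference inhibitor for full effect; nearly all actives have a fitted effect of over 55% in size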
#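 Biochemical qHTS of compounds, final roughly 60 µM downward over six points, against 10 nM purified firefly luciferase using Km concentrations of substrates (10 uM D-luciferin, 10 uM ATP) in Tris acetate pH 7.5 buffer; luminescence output.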
# Tb PFK inh = inhibitors of T. brucei phosphofructokinase; Potency, µM (titrated, usually from 57.5 µM), without a hit: at the top dose activity, negative = inhibition, most hits filed as inhibitors; 330,000 tested, 0.17% active; AID 485367; O15648; T. brucei PFK, ADP-Glo luminescence;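 further: potency means the concentration at half of the fitted maximal effect; 0% = uninhibited 1x PFK enzyme wells and -100% = no-enzyme wells; nearly all actives have a fitted effect of over 60% in size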
#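 1.25 nM PFK with 0.5 mM F6P and 0.1 mM ATP in 0.1 M TEA pH 8.0, 5 mM MgCl2, incubated 45 min at room temperature; ADP measured by ADP-Glo luminescence; compounds titrated up to 57 uM.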
# ELG1 genotox = inducers of genotoxicity in HEK293T ELG1-luciferase cells; HEK293T ELG1-luciferase reporter, luminescence, 16 h; 330,000 tested, 1.3% active; AID 504466; Potency, µM (series often up to 46 µM), for inactives: at the highest dose activity change, positive = activation, usual class: activators; further: potency means the concentration at half of the fitted maximal effect; % of control where 0% means no effect; nearly all actives have a fitted effect of over 60% in size
#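 Reporter readout depends on ELG1 protein level, which increases with genetic stress. After 16 hr compound exposure at 37 °C, luciferase activity was quantified using ONE-Glo.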
# * = called active by the depositor; ? = inconclusive; . = not tested or not shown; [ ] = another dose, or the depositor's remark. Unless noted, the call rests on the fitted dose curve; in most records, active means well fitted curve in the direction sought with a large enough effect; inconclusive means small, poorly fitted or top-dose-only effect, or another doubt; inactive means no such curve, though single readings can be large; an effect the other way counts as inactive or inconclusive.
SMILES,BRCA1 expr act,NPC1 prom act,Rab9 promoter act,p53 reactivator,VP16 counter,ELG1 DNA repair,TRPV1 ag,RORg inh,FLuc modulator,Tb PFK inh,ELG1 genotox
Cc1cc(S(=O)(=O)N(Cc2ccccc2Cl)c2ccc3c(c2)CCC3)ccc1-n1cnnn1,-31%,-2%,-1%,3%,2%,1%,4,-30%,1%,-7%,-2%
Brc1cc(Br)c2ncnc(N3CCCCC3)c2c1,-91%,1%,-2%,4%,-10%,?,8,-19%[10 µM],2%,1%,-23%
CC(C)(C)SCCNC(=O)CN1C(=O)c2ccccc2S1(=O)=O,-7%,2%,14%,?,-9%,?,1,-16%,-2%,1%,4%
Cc1ccc(/C(O)=C2\C(=O)C(=O)N(C)C2c2ccccc2[N+](=O)[O-])cc1 (stereo not given),8%,11%,6%,?,7%,?,3,-2%,?,1%,14%
COC(=O)C(NS(=O)(=O)c1ccccc1Cl)c1ccccc1 (stereo not given),-7%,0%,-4%,-5%,-10%,-1%,1,-5%,0%,4%,-7%
CN1CCN(/N=C/c2ccc(-c3ccccc3)cc2)CC1,?,3.5µM*,?,?,-6%,?,8,34%,19µM*,-3%,9%
S=c1[nH]nc(COc2ccccc2)n1Cc1ccccc1,-1%,-1%,-3%,0%,6.3µM*,1%,5,1.6µM*,3%,-7%,-1%
COc1ccc(CNN2CCCCC2C(=O)Nc2ccc(OC)c(OCC(C)C)c2)cc1OC (stereo not given),-17%,2%,-5%,-5%,3%,?,24,-15%,-2%,-5%,-9%
CCN=c1scc(-c2cccs2)n1/N=C/c1cc(OC)ccc1O,0%,2µM*,?,?,-12%,?,1,-13%[10 µM],2.4µM*,0%,?
OC(COc1ccc2c(c1)OCO2)CN1CCN(c2ccccc2)CC1 (stereo not given),10%,4%,10%,1%,-21%,?,1,-16%,-2%,-1%,-4%
CCOc1cc2[nH]c(=S)n(CC3CCCO3)c(=O)c2cc1OCC (stereo not given),-19%,-2%,-4%,4%,?,?,4,11µM*,-11%,-18%,-5%
COc1ccc(CCNC(=O)C2CCN(c3ccc(N4CCOCC4)nn3)CC2)c(OC)c1,-14%,3%,0%,0%,4%,-9%,-2,-4%,1%,-5%,-1%
CCNC(=O)CN(c1ccc(C)cc1)S(=O)(=O)c1ccccc1,0%,1%,2%,-3%,11%,5%,10,-12%,10%,0%,3%
CCOC(=O)N/N=C\c1ccc(-c2cc(Cl)ccc2Cl)o1,-18%,-6%,-9%,0%,-19%,-28%,0,22%,-20%,-1%,-1%
Cc1cc(=O)oc2cc(NC(=O)C3CC(=O)N(Cc4ccccc4)C3)ccc12 (stereo not given),0%,-2%,2%,-5%,3%,-13%,0,2%,3%,0%,12%
COc1ccccc1CNC(=O)CCC(=O)Nc1nnc(C(C)C)s1,14%,0%,-4%,0%,3%,?,4,-2%,0%,-3%,1%
Cc1sc2c(c1C)C(=O)NC(c1cccc(O)c1)N2 (stereo not given),.,0%,8%,?,-17%,?,1,2%,15µM*,?,3%
COc1ccc(C(=O)NN)cc1,0%,-3%,-1%,7%,-11%,?,26,?,-10%,0%,1%
Cc1[nH]n(-c2ccccc2)c(=S)c1C=Nc1cccc([N+](=O)[O-])c1,-27%,-1%,-3%,-2%,7.1µM*,1%,1,1.8µM*,?,-28%,-1%
CCc1nc(SCc2ccc(OCC(C)C)cc2)n[nH]1,87%,?,25%,.,16µM*,?,29,?,?,-1%,?
CCCC(=O)Nc1cc(OC)c(OC)cc1C(=O)O,-19%,.,.,.,-11%,.,-1,-7%,2%,.,.
O=C(C1CCCO1)N1CCN(S(=O)(=O)c2cc(F)ccc2F)CC1 (stereo not given),-10%,4%,1%,-5%,0%,5%,-1,-13%,-1%,0%,1%
CCc1cccc(Nc2c3c(nc4ncnn24)CCC3)c1,-18%,-3%,-4%,-7%,16µM*,4%,-1,10µM*,6%,-1%,-1%
Cc1ccccc1NC(=O)COC(=O)/C=C/c1cn(-c2ccccc2)nc1-c1cccnc1,9%,-6%,-7%,5%,-6%,?,1,15%,-4%,-2%,0%
O=C(Nc1cccnc1)c1ccc(Cl)c(S(=O)(=O)N2CCc3ccccc32)c1,-7%,-8%,-11%,-5%,-17%,13µM*,?,6%,-3%,-2%,-21%

# Single records, from the list above:
# Record of `CCOc1cc2[nH]c(=S)n(CC3CCCO3)c(=O)c2cc1OCC` (stereo not given) : BRCA1 expr act = -19%; NPC1 prom act = -2%; Rab9 promoter act = -4%; p53 reactivator = 4%; VP16 counter = ?; ELG1 DNA repair = ?; TRPV1 ag = 4; RORg inh = 11µM*; FLuc modulator = -11%; Tb PFK inh = -18%; ELG1 genotox = -5%
# Record of `CCNC(=O)CN(c1ccc(C)cc1)S(=O)(=O)c1ccccc1` : BRCA1 expr act = 0%; NPC1 prom act = 1%; Rab9 promoter act = 2%; p53 reactivator = -3%; VP16 counter = 11%; ELG1 DNA repair = 5%; TRPV1 ag = 10; RORg inh = -12%; FLuc modulator = 10%; Tb PFK inh = 0%; ELG1 genotox = 3%

# Additional records follow:
SMILES,BRCA1 expr act,NPC1 prom act,Rab9 promoter act,p53 reactivator,VP16 counter,ELG1 DNA repair,TRPV1 ag,RORg inh,FLuc modulator,Tb PFK inh,ELG1 genotox
Cc1ccc(N(C)S(=O)(=O)c2cccc(C(=O)Nc3nc4ccccc4[nH]3)c2)cc1,-70%,8%,-4%,20%,1.1µM*,23µM*,-5,1.3µM*,-18%,-8%,-5%
Cc1cc(C)cc(NC(=O)N2CCCC2C(=O)Nc2ccc(-n3cnnn3)cc2)c1 (stereo not given),-27%,0%,1%,5%,0%,?,0,-34%,0%,1%,-1%
Cc1nc(C(F)(F)F)ccc1C(=O)Nc1ccc(C(F)(F)F)cn1,-15%,-4%,-3%,1%,-19%,0%,82*,26%,-2%,-10%,1%
O=C1Nc2ccc(S(=O)(=O)N3CCOCC3)c3cccc1c23,-20%,.,.,.,10%,.,-2,16%,3%,.,.
CC1(C)COCN1S(=O)(=O)c1ccc(C(=O)Nc2nnc(-c3ccc(Cl)s3)o2)cc1,-88%[inhibitor],-30%,-30%[inhibitor],?,0.13µM*,?,-1,0.11µM*,4%,4%,-3%
Cc1nn(C)c(C)c1NC(=O)COc1ccc(F)cc1Br,-24%,.,.,2%,.,?,.,.,.,-5%,-3%
O=C(CS(=O)(=O)c1ccccc1)Nc1nc2ccccc2s1,-8%,7%,11%,10%,-14%,?,21,-16%,?,1%,13%
COc1cc(C2C3=C(CC(C)(C)CC3=O)N(C)C(=O)N2C)cc(OC)c1OC (stereo not given),-19%,-3%,3%,-4%,3%,2%,-3,?,0%,-3%,4%
Nc1ccccc1NC1=CC(=O)CC(c2ccccc2)C1 (stereo not given),.,-6%,-2%,?,13%,23%,2,40%,-14%,-3%,-4%
CCOC(=O)c1ccc(N2C(=O)Cc3ccccc3C2=O)cc1,29%,-7%,5%,-1%,0%,0%,1,0%,-2%,8%,0%
CC(=O)N1CCc2cc(NC(=O)c3ccc(C)cc3)ccc21,12%,?,0.56µM*,?,.,?,0,1%[0.365 µM],3.8µM*,0%,?
Cc1ccc(C)c(-c2[nH]ncc2CN2CCCC(CO)(Cc3ccccc3C)C2)c1 (stereo not given),-23%,-11%,-7%,1%,-1%,1%,10,4%,-1%,0%,-7%
O=C(O)c1ccc(Cn2nnc3sc4c(c3c2=O)CCCC4)cc1,7.9µM*,29%,?,19%,26%,?,-4,4%,13µM*,0%,?
Cc1ccc(Cl)cc1NS(=O)(=O)Cc1ccccc1,18%,2%,-2%,-56%[inhibitor],-8%,-1%,14,-2%,0%,1%,0%
O=C(NCCCN1CCCC1)c1cc2c(Cl)nc3ccccc3c2s1,22%,-9%,-7%,8%,-23%,?,2,-37%,-3%,-1%,-3%
CCOC(=O)CC1(NC(=O)c2cc(COc3c(F)cccc3F)on2)CCCCC1,-31%,-3%,-3%,0%,2%,-2%,30,27%,1%,2%,-3%
COc1ccc(NC(=O)c2onc(C)c2Cl)cc1,50%,3.5µM*,3.2µM*,16%,-9%,?,?,14%,15µM*,-3%,?
Cc1ccc(S(=O)(=O)n2c(CN3CCCC(C)C3)nc3ccccc32)cc1 (stereo not given),2%,-2%,2%,2%,-1%,-10%,29,-33%,4%,1%,1%
CCN1C(=O)/C(=C/c2cnn(C)c2C)SC1=S,.,0%,-4%,-5%,8%,-6%,4,-6%,-9%,1%,-1%
C1=C(CCNc2ncnc3c2cnn3-c2ccccc2)CCCC1,34%,1.8µM*,2.8µM*,?,-15%,?,1,?,3.4µM*,2%,2.3µM*
CC1=C(C#N)C(c2ccoc2)C(C(=O)OCc2ccccc2)=C(N)S1 (stereo not given),12%,5%,0%,5%,-13%,11%,2,14%,2%,1%,2%
